Pol kappa inh: DNA polymerase kappa (human) inhibition; Q9UBT6; purified Pol kappa, fluorescent DNA synthesis assay, 10 min; Potency, µM (highest dose often 107 µM), for the others: at the highest dose activity, negative = inhibition, hits mostly inhibitors; 400,000 tested, 0.53% active; also: potency is read from the fitted curve at half-maximal effect; % is scaled to controls: 0 for no effect and ±100 for the full control effect
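Kinetic fluorescence readout at 0 and 10 min followed reaction start with substrate at 50 nM final. Beforehand, enzyme (10 nM Pol kappa) stood 15 min with compound at room temperature; buffer-only wells were negative controls.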
ERG-DNA inh: inhibitors of human ERG Ets domain-DNA interaction; P11308; fluorescence polarization, His-ERG Ets domain / labelled DNA; Potency, µM (doses to about 76.9 µM), without a hit: at the highest dose FP activity, negative = inhibition, actives largely listed as inhibitors; 370,000 tested, 0.028% active; AID 624246; active = well fitted inhibition curve with a large enough effect in the polarisation, with a control signal flat; inconclusive = small, poorly fitted or top-dose-only effect, or effect the other way, or a change in a side signal; inactive = no such curve, though single readings can be large or run the other way; the % refers to the polarisation;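 also: polarization taken with two DNA probes labelled with fluorescein and Texas red; potency is read from the fitted curve at half-maximal effect; % of control where 0% means no effect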
Target sequence (P11308 whole entry, looked up, the tested form may be a part): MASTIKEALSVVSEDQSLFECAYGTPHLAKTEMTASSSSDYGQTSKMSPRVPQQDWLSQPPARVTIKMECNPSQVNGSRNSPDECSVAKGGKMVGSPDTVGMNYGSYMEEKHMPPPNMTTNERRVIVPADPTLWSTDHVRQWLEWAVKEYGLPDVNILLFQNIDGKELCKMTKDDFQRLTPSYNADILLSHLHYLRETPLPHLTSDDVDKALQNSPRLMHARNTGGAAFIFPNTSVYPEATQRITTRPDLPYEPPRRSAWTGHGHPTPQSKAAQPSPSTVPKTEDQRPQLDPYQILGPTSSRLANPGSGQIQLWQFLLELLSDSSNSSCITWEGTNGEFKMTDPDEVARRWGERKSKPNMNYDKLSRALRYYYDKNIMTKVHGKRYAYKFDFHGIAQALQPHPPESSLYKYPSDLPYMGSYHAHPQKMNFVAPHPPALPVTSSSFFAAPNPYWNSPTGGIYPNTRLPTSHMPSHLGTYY
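His-tagged ERG Ets domain (1 uM in the protein solution; 300mM KCl, 50mM Tris-HCl, 1mM EDTA, 1mM DTT, pH 7.5) received compound, then a probe mix of 5 nM fluorescein-DNA and 100nM Texas-615-DNA. Fluorescence polarization was read for both dyes.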
12-LOX inh: ALOX12 (human) lipoxygenase inhibition. purified 12hLO, xylenol orange hydroperoxide absorbance. Potency, µM (doses to about 108 µM), for inactives: at the highest dose activity change, negative = inhibition, actives largely listed as inhibitors. 580,000 tested, 1.1% active. AID 1671190; also: potency is read from the fitted curve at half-maximal effect; % is scaled to controls: 0 for no effect and ±100 for the full control effect
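Hydroperoxide product was detected by ferrous iron/xylenol orange as the 573 to 405 nm absorbance ratio. Arachidonic acid at 40 uM (final) was turned over for 30 min at room temperature by 150 nM human 12hLO, pH 7.0 Hepes buffer, after 15 min compound preincubation.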
BLM helicase inh: inhibitors of human Bloom syndrome helicase BLM. Potency, µM (doses to about 56.1 µM), inactives show top-dose activity change, negative = inhibition, hits mostly inhibitors. AID 2528. 350,000 tested, 0.2% active. P54132. recombinant BLM DNA unwinding, fluorescence dequenching;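 also: potency is read from the fitted curve at half-maximal effect; plate controls were vehicle for no effect and no enzyme for full effect; nearly all actives have a fitted effect of over 35% in size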
Anesthetic bind: binds horse apoferritin like a general anesthetic; apoferritin/1-aminoanthracene competitive binding, fluorescence; 350,000 tested, 0.074% active; P02791; Potency, µM (titrated, usually from 77.5 µM), without a hit: at the top dose activity change, negative = displacement, usual class: inhibitors; also: potency is read from the fitted curve at half-maximal effect; % is scaled to controls: 0 for no effect and ±100 for the full control effect; nearly all actives have a fitted effect of over 20% in size
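Apoferritin-based anesthetic binding model; compound displacement of fluorescent 1-AMA measured as endpoint fluorescence after 10 minutes at room temperature, scaled to free-ligand and complex controls.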
TRHR ag: activates the human TRH receptor; activation, % at 2 µM; TRHR cells, calcium flux fluo-8, FDSS agonist mode; 360,000 tested, 0.18% active; in the data active = activation above about 30%; also: 0% is about no effect
Target sequence (P34981 whole entry, looked up): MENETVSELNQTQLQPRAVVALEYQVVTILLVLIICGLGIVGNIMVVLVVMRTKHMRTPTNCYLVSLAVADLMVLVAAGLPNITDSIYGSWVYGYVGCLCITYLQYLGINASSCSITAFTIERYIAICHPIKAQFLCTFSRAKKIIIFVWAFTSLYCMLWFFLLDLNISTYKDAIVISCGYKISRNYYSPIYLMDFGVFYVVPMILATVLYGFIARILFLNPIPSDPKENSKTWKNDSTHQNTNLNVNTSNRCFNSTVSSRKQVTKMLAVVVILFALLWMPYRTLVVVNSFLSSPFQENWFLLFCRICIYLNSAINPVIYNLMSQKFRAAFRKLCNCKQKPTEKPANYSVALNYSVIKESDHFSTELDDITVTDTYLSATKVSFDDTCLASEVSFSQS
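Fluo-8-loaded TRHR cells; 10 s baseline, compound added, kinetic Ca2+ fluorescence read 1/s, agonist mode.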
Pol iota inh: inhibitors of human DNA polymerase iota. Q9UNA4. Pol iota fluorescent replication assay, 10 min. Potency, µM (highest dose often 115 µM), without a hit: top-dose activity, negative = inhibition, usual class: inhibitors. 390,000 tested, 1% active. AID 588590; also: potency is read from the fitted curve at half-maximal effect
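Fluorescent replication assay read twice, at 0 min and 10 min after adding 50 nM (final) substrate. Enzyme (10 nM) and compounds were first incubated 15 min at room temperature; enzyme-free buffer wells were negative controls.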
APEX1 inh: blocks human APE1 abasic DNA cleavage. P27695. recombinant APE1, TAMRA/BHQ-2 abasic DNA cleavage fluorescence. Potency, µM (series often up to 65.8 µM), without a hit: at the highest dose activity change, negative = inhibition, most hits filed as inhibitors. 350,000 tested, 0.35% active. AID 2517;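 also: potency is read from the fitted curve at half-maximal effect; plate controls were vehicle for no effect and reference inhibitor for full effect; nearly all actives have a fitted effect of over 55% in size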
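Compound pre-exposure to 0.75 nM APE1, 15 min at ambient temperature. Reaction initiated with 50 nM TAMRA/BHQ-2 THF substrate, read immediately in kinetic mode, 525 nm excitation, 598 nm emission.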
Pol beta inh: inhibitors of human DNA polymerase beta; P06746; Pol beta primer extension/strand displacement, fluorescence kinetic; Potency, µM (top dose mostly 114 µM), inactives show at the top dose activity change, negative = inhibition, actives largely listed as inhibitors; 340,000 tested, 1.3% active; AID 485314; also: potency is read from the fitted curve at half-maximal effect; % is scaled to controls: 0 for no effect and ±100 for the full control effect
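Homogeneous kinetic assay of primer extension and strand displacement by 10 nM Pol beta, preincubated 15 min at room temperature with compound before 50 nM substrate (final) was added. Read at 0 and 10 min; four-parameter Hill fit.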
Starred values were filed as active, the others as inactive; i = inactive; u = inconclusive; x = no result given; [ ] = another dose, or the depositor's remark. Unless noted, calls follow the shape of the dose curve; as a rule, active = well fitted curve in the direction sought with a large enough effect; inconclusive = small, poorly fitted or top-dose-only effect, or another doubt; inactive = no such curve, though single readings can be large; an effect the other way counts as inactive or inconclusive. These rows are one share of the data (hit frequency here may not be typical).

no.	canonical_smiles	TRHR ag	Anesthetic bind	ERG-DNA inh	12-LOX inh	BLM helicase inh	Pol beta inh	APEX1 inh	Pol iota inh	Pol kappa inh
1	COC(=O)Cn1cnc2c(cnn2-c2ccccc2)c1=O	0.1	2.1%	-4.2%	-12.2%	1.8%	-11.5%	20.0%	17.6%	-4.8%
2	C=C(C)C(=O)OCCOC(=O)C(=C)C	x	-2.9%	x	x	2.4%	x	-1.8%	x	-9.8%[60.1 µM]
3	COc1cc(CCC(N)c2cccc(O)c2)cc(OC)c1OC (configuration not stated)	x	x	-1.2%	-1.4%	x	x	x	5.1%	-9.8%
4	CC(=O)Nc1ccc(S(=O)(=O)Oc2ccc(/C=C3\SC(N)=NC3=O)cc2)cc1	0.6	-3.5%	7.8%	2.0%	-13.4%	7.3%	13.2%	56.9%[activator]	0.6%
5	CCN(CC)c1ccc(/C=C/C(=O)c2cccnc2)cc1	0.8	-5.8%	-2.8%	-18.9%	-2.5%	-25.0%	-3.4%	8.5%	-13.8%
6	COC(=O)c1ccccc1NC(=O)CN1CCN(C(=O)c2ccco2)CC1	-0.1	-6.4%	-2.1%	-13.3%	-1.1%	1.1%	-1.0%	4.6%	-14.9%
7	Cn1cc(C(=O)c2ccc(Cl)cc2Cl)cc1C(=O)NN	1.8	-12.2%	-5.0%	15.3%	-4.8%	3.9%	7.7%	9.9%	-4.7%
8	CC1(C)N(OCc2ccccc2)C(=O)C(=O)N(OCc2ccccc2)C1(C)C	-0.4	-5.4%	-3.3%	-8.1%	0.9%	1.1%	1.1%	-7.2%[58.9 µM]	-9.5%
9	C#CCCc1cscc1/C=[N+](\[O-])c1ccc(C(=O)OCC)cc1	0.2	x	-8.0%	u	x	x	6.8%	11.6%	-4.8%
10	CS(=O)(=O)c1ccc(NC(=O)c2ccccc2-n2cnnn2)cc1	1.1	x	-2.4%	151.2%[activator]	x	x	-0.4%	43.6%[activator]	10.4%
11	CC1CCCN(c2nc3ccccc3nc2C(C#N)S(=O)(=O)c2cccs2)C1 (configuration not stated)	1.5	-4.8%	-10.5%	u	-4.9%	1.9%	8.0%	u	-7.8%
12	COc1ccc(NC(=O)Nc2cc(C(=O)NCc3ccc(C)cc3)ccc2N2CCCC2)cc1	-0.8	38.4%[activator]	1.9%	-15.8%	0.5%	7.2%	x	13.0%	0.3%[60.1 µM]
13	O=C(Cn1cnc([N+](=O)[O-])n1)NCCO	0.6	4.9%	16.8%	380.0%[activator]	-0.7%	24.0%	u	23.0%	-3.6%
14	CCOC(=O)CCc1c(C)nc2cc(-c3ccc(Cl)cc3)[nH]n2c1=O	-1.6	-12.4%	11.7%	7.0%	-3.9%	28.5%	0.5%	2.8%	7.2%
15	O=C(NNC(=O)c1cccc2ccccc12)c1ccc(F)cc1	x	x	7.6%	3.0%	x	x	x	16.1%	-6.5%
16	COc1ccc(-c2cc(C)nc(SCC(=O)c3cccc([N+](=O)[O-])c3)n2)cc1	-0.1	-9.9%	-5.3%	1.7%	-7.3%	16.9%	-4.0%	40.6%[activator]	-5.5%
17	Cc1ccc(S(=O)(=O)N2CCN(C)CC2)cc1-c1nnc2c3ccccc3c(C)nn12	-0.6	-21.3%	-5.3%	-24.6%	4.8%	0.4%	-0.2%	20.3%	-8.2%
18	COc1ccc(Cl)cc1NC(=O)CN1C(=O)C(C)(C)c2cc(S(=O)(=O)N3CCCCC3)ccc21	1.1	4.3%	-6.3%	-21.2%	-10.8%	9.7%	x	2.9%	-12.2%[60.1 µM]
19	COc1ccc(NC(=O)c2cccnc2Cl)c(S(=O)(=O)N2CCOCC2)c1	0.2	-4.5%	-5.3%	0.0%	0.1%	3.5%	18.4%	10.0%	-8.3%
20	COc1ccc(CN2CCN(C(=O)CCC(=O)Nc3nnc(C(C)C)s3)CC2)cc1F	0.7	-5.6%	-3.0%	7.3%	-0.1%	38.3%	1.9%	9.1%	-3.8%
21	COc1ccc(/C(C)=N/NC(=O)CNC(=O)/C=C/c2ccccc2OC)cc1	0.2	u	11.6%	8.9%	-9.4%	-2.5%	-8.8%	25.6%	-0.3%
22	CCc1ccccc1NC(=O)CCc1c(C)nc2cc(-c3ccccc3)nn2c1C	0.0	0.3%	-0.8%	0.0%	-5.3%	18.9%	x	6.1%	-8.3%
23	Cc1cccc(N2CCN(C(=O)CCn3c(=O)c4cccn4c4cccnc43)CC2C)c1 (configuration not stated)	0.0	-18.5%	2.4%	-10.4%	-6.4%	6.8%	x	7.1%	-2.5%
24	Cc1cc(C(=O)NNC(=S)NCc2ccccc2)no1	0.1	-3.0%	0.7%	0.1%	0.8%	1.2%	22.8%	-7.8%	-3.6%
25	Cc1ccc2nc(-c3ccccn3)cc(C(=O)NCCc3ccc(F)cc3)c2c1	0.2	-7.9%	-15.7%	-3.7%	-1.9%	11.7%	29.6%	25.3%	0.0%
26	COc1ccc(-c2nnc3ccc(SCC(=O)N4CCN(c5ccccc5)CC4)nn23)cc1	x	x	3.7%	31.6µM*	x	x	x	22.8%	-1.8%
27	C=CCNC(=O)c1ccc(OC2CCN(S(=O)(=O)N(C)C)CC2)cc1	0.0	-8.7%	0.4%	0.5%	3.7%	-0.2%	7.6%	142.0%[activator]	-10.9%
28	COc1ccc(Nc2nc(OC)nc(N3CCOCC3)n2)cc1	-1.2	-4.4%	-7.7%	-12.7%	-2.3%	-2.8%	0.2%	16.0%	-1.3%
29	CN(C)S(=O)(=O)c1cccc(NC(=O)COC(=O)C2CCN(C(=O)c3ccc(F)cc3)CC2)c1	0.1	x	0.8%	-2.4%	x	x	-7.3%	20.7%	2.3%
30	CN(C(=O)c1cccc(NC(=O)Cc2cccc(NC(=O)C3CCN(C(=O)C4CCCC4)CC3)c2)c1)C1CCC1	x	x	-10.2%	-7.6%	x	x	x	-2.9%	-16.0%
31	N[C@H](C(=O)O)C(O)C(O)C(O)CO (some centres not stated)	x	5.4%	x	x	4.7%	x	7.8%	x	-6.0%[60.1 µM]
32	COc1cccc(CC(NC(C)=O)C(=O)NC2CCN(c3ncccc3[N+](=O)[O-])CC2)c1 (configuration not stated)	-0.8	-3.1%	x	0.0%	-1.4%	17.8%	-2.3%	x	x
33	CCCSc1cc(=O)n(-c2ccc(F)cc2)nc1C(=O)OCC	-1.5	-2.8%	11.7%	-24.8%	-0.6%	0.6%	-5.0%	71.2%[activator]	7.7%
34	NS(=O)(=O)c1ccc(NC(=O)COC(=O)c2cccc(S(=O)(=O)N3CCCC3)c2)cc1	0.5	0.6%	-10.2%	8.1%	-2.8%	-1.2%	1.2%	24.4%	0.4%
35	CCN1CCN(CCCNC(=O)Cn2nc(C)n3c(cc4c(OC)cccc43)c2=O)CC1	-0.2	5.1%	-0.7%	-27.9%	-7.7%	37.8%	x	17.2%	13.7%
36	Cc1ccc(NC(=O)C2CCN(C(=O)c3ccc(F)cc3)CC2)nc1	0.2	x	10.5%	-20.7%	x	x	29.6%	41.5%[activator]	-1.6%
37	O=C(CC1Oc2ccc(Cl)cc2NC1=O)NC1CCCCCC1 (configuration not stated)	-0.1	-10.3%	-12.2%	356.5%[activator]	3.6%	-21.6%	-4.3%	13.7%	6.0%
38	Cc1nnc(SCC(=O)c2c[nH]c3ccccc23)n1C1CC1	0.1	x	9.1%	-16.0%	x	x	1.1%	37.3%[activator]	-24.7%
39	Cc1nnc(NC(=O)CCn2cnc3ccccc3c2=O)s1	0.7	-7.6%	-5.0%	0.0%	-1.3%	6.0%	-0.5%	142.9%[activator]	1.5%
40	COc1ccc(/C=N/OC(=O)c2ccc(Cl)cc2)c(Cl)c1OC	-0.6	1.0%	-6.2%	u	5.7%	u	u	10.8%	5.3%
41	Nc1ccccc1Sc1c[nH]c2ccccc12	1.3	u	-7.8%	-13.2%	-4.9%	1.3%	82.7%[activator]	-19.9%	-9.4%
42	COc1ccccc1CCN1CCCC(CN(C)C(=O)CCC(=O)N(C)C)C1 (configuration not stated)	0.0	-2.2%	-0.2%	8.8%	-2.9%	15.5%	5.8%	58.7%[activator]	-7.3%
43	O=c1[nH]c2ccc(NCc3ccccc3OCc3ccc(Cl)cc3)cc2[nH]1	0.4	u	-4.5%	-19.8%	-6.0%	-1.9%	-7.5%	-4.1%	-4.1%
44	CC(=O)NC1(c2ccccc2)CCN(c2nc(C)cc(C)n2)CC1	0.2	-7.7%	4.5%	-23.2%	-1.2%	-9.5%	-0.9%	4.8%	1.7%
45	O=S(=O)(c1cccc2nsnc12)N1CCN(c2ccc(F)cc2)CC1	-0.7	-11.2%	-3.6%	24.1%	-2.5%	u	-4.7%	8.6%	-5.4%
46	Cc1nc2ccccc2nc(C)c1=NOCc1ccccc1Cl	-1.1	-9.6%	0.1%	-6.9%	-1.1%	-18.2%	2.1%	4.1%	-1.4%
47	O=C(Nc1ccccc1C(=O)N1CCCCCC1)c1cccc(S(=O)(=O)N2CCOCC2)c1	-1.0	-2.1%	-0.4%	i	-0.6%	11.5%	1.8%	14.9%	-11.7%
